Screening results deposited in PubChem BioAssay by National Center for Advancing Translational Sciences (NCATS).
S2 tox – Viability Counterscreen for Primary qHTS for Inhibitors of ATXN expression; S2 cells (HEK-293 line with an ATXN2-luciferase reporter) viability, CellTiter-Fluor protease fluorescence, 24 h; Potency, µM (doses to about 56.7 µM), actives largely listed as cytotoxic; 400,000 compounds, 0.49% hits; AID 651635, 2014; further: potency means the concentration at half of the fitted maximal effect; nearly all actives have a fitted effect of over 40% in size
Akt phos inh – HTS Assay for Inhibitors of Akt Phophorylation: Primary Screen. activity change, % for hits at 50 µM. AID 651550, 2012. 360,000 compounds, 0.32% hits. Neuro2A IGF-stimulated pAkt S473 HTRF, 20 min; hits give low values; in the data active means activity change below about -80%; inconclusive means mostly about -51% to -80%; further: on the % scale 0 is the no-effect control and ±100 the full control effect
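Neuro2A cells (4,500/well, DMEM with 0.5% FBS) were treated with compound at a single 50 µM final concentration, stimulated with 6 nM IGF for 20 min at 37 °C, and lysed. Phospho-Akt Ser473 was read by HTRF as 665/615 ratio ×10^4.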
TGFb inhibitor – qHTS for Inhibitors of TGF-b; HepG2 CAGA-GFP TGF-b/SMAD3 reporter, GFP fluorescence, 18 h; TGF-beta stimulated, 500 pg/mL final; Potency, µM (titrated, usually from 46.1 µM), without a hit: top-dose activity, negative = inhibition, usual class: inhibitors; 410,000 compounds, 1.2% hits; further: potency means the concentration at half of the fitted maximal effect; on the % scale 0 is the no-effect control and ±100 the full control effect; nearly all actives have a fitted effect of over 65% in size
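Per well, imaged GFP fluorescence of HEPG2 CAGA-GFP cells gives the signal; cells get compound, then TGF-beta (500 pg/mL final), 18 h at 37 degrees C; %Activity versus -TGF-beta and +DMSO controls.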
HepG2 viability – qHTS for Inhibitors of TGF-b: Cytotox Counterscreen; HepG2 CAGA-GFP viability, ATP luminescence, 18 h; Potency, µM (highest dose often 46.1 µM), without a hit: at the highest dose activity change, negative = cytotoxicity, usual class: cytotoxic; 410,000 compounds, 0.76% hits; further: potency means the concentration at half of the fitted maximal effect; some results filed as inactive show a strong effect at the top dose
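HepG2 CAGA-GFP cells (1000/well, DMEM with 1% FBS) received compound, then TGF-beta at 500 pg/mL final, and were incubated 18 hours at 37 degrees C. Viability was read by CellTiter-Glo luminescence. Media-only wells were set as complete cell-killing and DMSO as no toxicity.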
Mm-Cpn inhibitor – Inhibitors of TCP-1 ring complex (TRiC) of Methanococcus maripaludis (MmCpn): qHTS | purified Mm-Cpn ATPase, ADP Transcreener TR-FRET | Potency, µM (series often up to 76.9 µM), for the others: top-dose activity, negative = inhibition, usual class: inhibitors | 330,000 compounds, 0.031% hits | Chaperonin Mm-Cpn (Methanococcus maripaludis) | AID 504842, 2011; further: potency means the concentration at half of the fitted maximal effect; on the % scale 0 is the no-effect control and ±100 the full control effect; nearly all actives have a fitted effect of over 80% in size
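ATPase turnover read by TR-FRET ADP competition (Eu cryptate antibody/ADP-d2, 665/590 nm): 10uM ATP final, 25nM Mm-CPN final, 30 min 37degC after 10-min compound preincubation, pH 7.4 Tris/KCl/MgCl2/DTT buffer.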
Nrf2 activator – qHTS of Nrf2 Activators. 410,000 compounds, 0.31% hits. AREc32 ARE-luciferase reporter (MCF7-derived line), luminescence, 24 h. Potency, µM (series often up to 46.1 µM), for inactives: at the top dose activation, usual class: activators; further: potency means the concentration at half of the fitted maximal effect; % of control where 0% means no effect; nearly all actives have a fitted effect of over 65% in size
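ARE-driven firefly luciferase activity in AREc32 cells measured after a 24 hr compound exposure at 37 deg C, using Steady-Glo reagent and a 30 min room-temperature hold.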
CCT modulator – High-Throughput Screening for Modulators of Cytosolic Chaperonin Activity. purified chaperonin ATPase assay, HTRF ADP detection, 30 min. 360,000 compounds, 0.3% hits. activity change, % (test concentration not listed), hits read low; in the data active means activity change below about -30%; further: on the % scale 0 is the no-effect control and ±100 the full control effect
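Enzyme 40 or 20 nM (batch-dependent) in Tris pH 7.4/KCl/MgCl2/DTT; cpd 76 uM single point; ATP 10 uM; 30 min 37 °C; Transcreener ADP HTRF detection, 30 min RT; ratio 665/615.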
A549 tox – Nrf2 qHTS screen for inhibitors: counterscreen for cytotoxicity | A549 ARE-Fluc cells, CellTiter-Fluor viability, 18-24 h | Potency, µM (series often up to 46 µM), without a hit: at the top dose activity change, negative = cytotoxicity, usual class: inhibitors | 390,000 compounds, 0.16% hits | AID 504648, 2011; further: potency means the concentration at half of the fitted maximal effect; on the % scale 0 is the no-effect control and ±100 the full control effect
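Cytotoxicity counterscreen: CellTiter-Fluor fluorescence was measured in A549 ARE_Fluc cells after 18-24 h of compound exposure in a concentration series. The subsequent BugLite luminescent read reports ARE-luciferase activity.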
Nrf2 block – Nrf2 qHTS screen for inhibitors; A549 ARE-Fluc reporter, luciferase luminescence, 18-24 h; Potency, µM (series often up to 46 µM), inactives show top-dose activity change, negative = inhibition, hits mostly inhibitors; 360,000 compounds, 2.1% hits; further: potency means the concentration at half of the fitted maximal effect; on the % scale 0 is the no-effect control and ±100 the full control effect; nearly all actives have a fitted effect of over 60% in size
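Reporter: ARE-Fluc in A549. Exposure: 18-24 h, 37 °C, 5% CO2, 5% FBS OPTI-MEM. Readouts: fluorescent cytotoxicity (CellTiter-Fluor), then luminescent Nrf2 signal after BugLite.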
* marks the source's active call; other numbers are inactive results; & = joins results of further samples; [ ] = another dose, or the depositor's remark. Unless noted, the call rests on the fitted dose curve; in most records, active means well fitted curve in the direction sought with a large enough effect; inconclusive means small, poorly fitted or top-dose-only effect, or another doubt; inactive means no such curve, though single readings can be large; an effect the other way counts as inactive or inconclusive.

Cc1ccc(C(=O)C2=C(O)C(=O)N(Cc3cccnc3)C2c2ccc(OC(C)C)cc2)o1 (configuration not stated) was read as S2 tox inactive, Akt phos inh inactive, TGFb inhibitor 6%, HepG2 viability 12%, Mm-Cpn inhibitor 0%, Nrf2 activator 0.3%, CCT modulator -3.1, A549 tox -18% and Nrf2 block -11%.
For COCCCN(C(=O)CCSc1ccc(F)cc1)c1c(N)n(Cc2ccccc2)c(=O)[nH]c1=O the results were S2 tox inconclusive, Akt phos inh inactive, TGFb inhibitor 2%, HepG2 viability 1%, Mm-Cpn inhibitor 2%, Nrf2 activator 0.0%, CCT modulator 1.9, A549 tox -10% and Nrf2 block 1%.
For Cc1nnc(SCC(=O)Nc2cc(S(=O)(=O)N3CCOCC3)ccc2N2CCCC2)s1 the results were S2 tox inactive, Akt phos inh inactive, TGFb inhibitor 3%, HepG2 viability -5%, Nrf2 activator -1.0%, CCT modulator -0.8, A549 tox -5% and Nrf2 block -14%.
Screening Cc1cc(C)n2nc(CC#N)c(C#N)c2n1 returned S2 tox inactive, Akt phos inh inactive, TGFb inhibitor 5%, HepG2 viability 6%, Mm-Cpn inhibitor -7%, Nrf2 activator 0.4%, CCT modulator -5.8, A549 tox -2% and Nrf2 block inconclusive.
`C=CCn1c(SCC(=O)Nc2cccc(S(N)(=O)=O)c2)nc2sc(C)c(C)c2c1=O` gave S2 tox inactive, Akt phos inh inactive, TGFb inhibitor -5%, HepG2 viability -8%, Mm-Cpn inhibitor -3%, Nrf2 activator 4.0%, CCT modulator 0.6, A549 tox inconclusive and Nrf2 block 16µM*.
Screening CC1=C(C(=O)N(C(C)C)C(C)C)CC(CC(=O)NC2CCCC2)C(=O)N1Cc1ccc(F)cc1 (configuration not stated) returned S2 tox inactive, Akt phos inh inactive, TGFb inhibitor -9%, HepG2 viability 2%, Nrf2 activator 0.3% and CCT modulator -0.2.
`CCOc1ccc(C(C)=O)cc1Cn1c(=O)oc2ccccc21` gave S2 tox inactive, Akt phos inh inactive, TGFb inhibitor -4%, HepG2 viability -6%, Mm-Cpn inhibitor 0%, Nrf2 activator 0.0%, CCT modulator 2.1, A549 tox -4% and Nrf2 block -2%.
`Cn1nccc1C(=O)N1CCN(c2ncccn2)CC1` gave S2 tox inactive, Akt phos inh inactive, TGFb inhibitor inconclusive, HepG2 viability 10%, Mm-Cpn inhibitor 3%, Nrf2 activator 0.4%, CCT modulator 0.1, A549 tox 0% and Nrf2 block 0%.
O=C(NN1CCOCC1)c1ccc(Br)cc1 was read as S2 tox inactive, Akt phos inh inactive, TGFb inhibitor 0%, HepG2 viability -25%, Nrf2 activator -0.8%, CCT modulator -4.0, A549 tox 1% and Nrf2 block -3%.
O=C(Oc1cccc2ccccc12)c1cc(Cl)nc2ccccc12 was read as S2 tox inactive, Akt phos inh inactive, TGFb inhibitor -8%, HepG2 viability -1%, Mm-Cpn inhibitor 3%, Nrf2 activator -0.7%, CCT modulator -3.7, A549 tox 1% and Nrf2 block -1%.
For COc1cccc(CSc2nc3sc(C)c(C)c3c(=O)n2Cc2ccco2)c1 the results were S2 tox inactive, Akt phos inh inactive, TGFb inhibitor 7%, HepG2 viability -37%, Mm-Cpn inhibitor -2%, Nrf2 activator 2.4%, CCT modulator -4.7 and Nrf2 block inconclusive.
CCOC(=O)c1c(NC(=O)COC(=O)c2cc(OC)c(OC)cc2[N+](=O)[O-])sc(C)c1C was read as S2 tox inactive, Akt phos inh inactive, TGFb inhibitor 13%, HepG2 viability -14%, Mm-Cpn inhibitor -1%, Nrf2 activator 1.4%, CCT modulator 1.3, A549 tox 2% and Nrf2 block 18%.
`Cc1ccc(C)c(NC(=O)CCN2C(=O)c3ccccc3C2=O)c1` gave S2 tox inactive, Akt phos inh inactive, TGFb inhibitor 8%, HepG2 viability -2%, Mm-Cpn inhibitor 0%, Nrf2 activator -0.4%, CCT modulator -0.1, A549 tox -7% and Nrf2 block inconclusive.
For S=c1[nH]nc(/C=C/c2ccccc2)o1 the results were S2 tox inactive, Akt phos inh inactive, TGFb inhibitor 14%, HepG2 viability 21%, Mm-Cpn inhibitor 0%, Nrf2 activator -1.1%, CCT modulator -1.9, A549 tox -5% and Nrf2 block -1%.
Cc1cc(C)cc(NC(=O)CSc2oc(-c3ccccc3)nc2S(=O)(=O)c2ccccc2)c1 was read as S2 tox inactive, TGFb inhibitor 0%, HepG2 viability -22%, Nrf2 activator 2.6%, A549 tox -6% and Nrf2 block 0%[9.27 µM].

Next part; the last 2 above are carried over.
For S=c1[nH]nc(/C=C/c2ccccc2)o1 the results were S2 tox inactive, Akt phos inh inactive, TGFb inhibitor 14%, HepG2 viability 21%, Mm-Cpn inhibitor 0%, Nrf2 activator -1.1%, CCT modulator -1.9, A549 tox -5% and Nrf2 block -1%.
Cc1cc(C)cc(NC(=O)CSc2oc(-c3ccccc3)nc2S(=O)(=O)c2ccccc2)c1 was read as S2 tox inactive, TGFb inhibitor 0%, HepG2 viability -22%, Nrf2 activator 2.6%, A549 tox -6% and Nrf2 block 0%[9.27 µM].
`COc1ccc(N2CCN(C(=O)CC(NC(N)=O)c3cccc(Oc4ccccc4)c3)CC2)cc1` (configuration not stated) gave S2 tox inactive, Akt phos inh inactive, TGFb inhibitor -4%, HepG2 viability -22%, Mm-Cpn inhibitor 0%, Nrf2 activator 3.0%, CCT modulator -1.5, A549 tox 0% and Nrf2 block -24%.
Screening COc1cc(C2C(C#N)=C(N)N(N(C)C)C3=C2C(=O)CCC3)ccc1O (configuration not stated) returned S2 tox inactive, Akt phos inh inactive, TGFb inhibitor 10%, HepG2 viability -56%, Mm-Cpn inhibitor -1%, Nrf2 activator -0.3%, CCT modulator -0.8, A549 tox 3% and Nrf2 block -10%.
Screening Cc1ccccc1-c1n[nH]c(=S)o1 returned S2 tox inactive, Akt phos inh -102%*, TGFb inhibitor 10%, HepG2 viability 1%, Mm-Cpn inhibitor inconclusive, Nrf2 activator 0.3%, CCT modulator 0.1 and A549 tox 0%.
Brc1ccc(-c2ccc(/C=N/Nc3nc(N4CCOCC4)nc(N4CCOCC4)n3)o2)cc1 was read as S2 tox inactive, Akt phos inh inactive, TGFb inhibitor 18%, HepG2 viability -19%, Mm-Cpn inhibitor -1%, Nrf2 activator -0.5%, CCT modulator -3.1, A549 tox 4% and Nrf2 block 12%.
For Cc1ccc(NS(=O)(=O)c2ccc3c(c2)NC(=O)CO3)cc1Cl the results were S2 tox inactive, Akt phos inh inactive, TGFb inhibitor inconclusive, HepG2 viability -16%, Mm-Cpn inhibitor 2%, Nrf2 activator -0.1%, CCT modulator 0.4, A549 tox 0% and Nrf2 block -42%.
Screening Cc1ccc(N(C)S(=O)(=O)c2cc(-c3cnc(C4CC4)o3)ccc2C)cc1 returned S2 tox inactive, Akt phos inh inactive, TGFb inhibitor -2%, HepG2 viability -9%, Mm-Cpn inhibitor 0%, Nrf2 activator 0.1%, CCT modulator 1.3, A549 tox -12% and Nrf2 block inconclusive.
O=C(CSc1nc2ccc(F)cc2c(=O)n1-c1ccccc1)Nc1ccc2c(c1)CCC2 was read as S2 tox inconclusive, Akt phos inh inactive, TGFb inhibitor -18%, HepG2 viability -18%, Nrf2 activator 0.7% and CCT modulator 0.7.
`CCOc1ccc(NS(=O)(=O)CC23CCC(CC2=O)C3(C)C)cc1` (configuration not stated) gave S2 tox inactive, Akt phos inh inactive, TGFb inhibitor 5%, HepG2 viability -10%, Mm-Cpn inhibitor -6%, Nrf2 activator 0.5%, CCT modulator -2.8, A549 tox 6% and Nrf2 block 3%.
`CCOC(=O)C[C@H]1c2ccc(C(F)(F)F)cc2S(=O)(=O)N1C(C)C` gave S2 tox inactive, Akt phos inh inactive, TGFb inhibitor -4%&2%, HepG2 viability -18%&9%, Nrf2 activator -0.1%, CCT modulator -0.3, A549 tox -1% and Nrf2 block -3%.
`N#Cc1cccc(NC(=O)CCN2C(=O)C3CCCCC3C2=O)c1` (configuration not stated) gave S2 tox inactive, Akt phos inh inactive, TGFb inhibitor inconclusive, HepG2 viability 5%, Mm-Cpn inhibitor inconclusive, Nrf2 activator -0.3%, CCT modulator -0.4, A549 tox 5% and Nrf2 block 2%.
Screening CCC1=Nc2cc(C(=O)NCc3ccc(C)cc3)ccc2Sc2ccc(C)cc21 returned TGFb inhibitor -21%, HepG2 viability -16%, Nrf2 activator -0.6% and A549 tox -15%.
For COc1ccc(Cl)cc1NC(=O)CN(C)C(=O)CCCc1c[nH]c2ccccc12 the results were S2 tox inactive, Akt phos inh inactive, TGFb inhibitor 0%, HepG2 viability -18%, Mm-Cpn inhibitor 1%, Nrf2 activator 2.3%, CCT modulator 1.5, A549 tox -8% and Nrf2 block -21%.
`S=C(NCCN1CCOCC1)Nc1ccc(-c2nc3ccccc3[nH]2)cc1` gave S2 tox inactive, Akt phos inh inactive, TGFb inhibitor -6%, HepG2 viability -15%, Mm-Cpn inhibitor -1%, Nrf2 activator 5.8%, CCT modulator -1.0, A549 tox -6% and Nrf2 block -21%.
`COC(=O)c1sc(NC(=O)c2c(OC)cccc2OC)c(C#N)c1C` gave S2 tox inactive, Akt phos inh inactive, TGFb inhibitor 8%, HepG2 viability 1%, Mm-Cpn inhibitor inconclusive, Nrf2 activator 10%, CCT modulator 0.0, A549 tox -11% and Nrf2 block 14%.
